TCR-CD3 inh = inhibitors of human TCR-CD3 interaction; TAMRA-labeled TCR probe fluorescence, biochemical; inhibition, % at 9.4 µM; 0.37% of 360,000 active; AID 651800; in the data active = inhibition above about 19%;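 also: recombinant mutant TCR 2C K166C tagged with TAMRA read by polarization; 0% = receptor in buffer alone and 100% = receptor with positive control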
LEDGF integ inh = blocks HIV-1 LEDGF/p75-dependent DNA integration. TR-FRET IN-LEDGF/p75 DNA integration, Eu/Cy5. inhibition, % at 3.7 µM. 0.64% of 370,000 active. AID 743269;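 active = inhibition above the screen-wide mean plus 3 SD, cut at about 13% in these data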;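 also: signal is the Cy5 over europium emission ratio at 671 and 618 nm; 0% = plate median of compound wells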
mABHD4 FP = inhibits mouse alpha/beta hydrolase domain 4; AID 720543; purified mABHD4, FP-Rh probe fluorescence polarization; inhibition, % at 8.92 µM; 0.54% of 370,000 active; Q8VD66;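 active = inhibition exceeding the mean over every tested compound plus 3 SD, cut at about 30% in these data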;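 also: 0% = plate median of compound wells and 100% = S159A mutant with DMSO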
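Assay system: wild-type mouse ABHD4 protein; compound: single nominal dose of 8.92 µM, 0.89% DMSO final; schedule: 45 min + 60 min at 25 °C; measured by: FP readout, ex 525 nm / em 598 nm; evaluation: % inhibition of FP-Rh probe binding versus controls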
Rev-erbA mod = modulators of human Rev-erb alpha DNA binding. P20393. Rev-erbα–FITC-DNA binding, fluorescence polarization, 90 min. activity, % at 10 µM. 0.79% of 370,000 active;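 active = activity above about 14%, limit read from the data; passing the limit was not always enough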;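 also: 0% = DMSO wells with 35 nM protein and 100% = DMSO wells with 750 nM protein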
rCAG binder = molecules binding r(CAG) RNA repeats; inhibition, % at 3 µM; 1.3% of 370,000 active; r(CAG) RNA repeat, TO-PRO-1 dye displacement fluorescence;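 active = inhibition above the plate cutoff, the mean of all test compounds on that plate plus 3 SD, cut at about 35% in these data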;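 also: 0% = DMSO alone and 100% = 100 µM mitoxantrone as full dye displacement; higher means more dye released from RNA so lower well fluorescence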
PG9 Ab binder = small molecules binding HIV-1 gp120 antibody PG9. TR-FRET gp120-PG9 antibody binding. AID 624416. 0.43% of 360,000 active. inhibition, % at 6.7 µM; in the data active = inhibition above about 8.5%
UHRF1 MBD2 ctr = UHRF1 methyl-DNA binding inhibition; Q96T88; UHRF1 binding to methylated oligo, TR-FRET; inhibition, % at 4.4 µM; 0.75% of 370,000 active; in the data active = inhibition above about 21%;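 also: UHRF1 SRA domain binding a hemimethylated CpG hairpin DNA probe; 0% = median of test compound wells and 100% = reference inhibitor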
Target sequence (Q96T88 whole entry, looked up, the tested form may be a part): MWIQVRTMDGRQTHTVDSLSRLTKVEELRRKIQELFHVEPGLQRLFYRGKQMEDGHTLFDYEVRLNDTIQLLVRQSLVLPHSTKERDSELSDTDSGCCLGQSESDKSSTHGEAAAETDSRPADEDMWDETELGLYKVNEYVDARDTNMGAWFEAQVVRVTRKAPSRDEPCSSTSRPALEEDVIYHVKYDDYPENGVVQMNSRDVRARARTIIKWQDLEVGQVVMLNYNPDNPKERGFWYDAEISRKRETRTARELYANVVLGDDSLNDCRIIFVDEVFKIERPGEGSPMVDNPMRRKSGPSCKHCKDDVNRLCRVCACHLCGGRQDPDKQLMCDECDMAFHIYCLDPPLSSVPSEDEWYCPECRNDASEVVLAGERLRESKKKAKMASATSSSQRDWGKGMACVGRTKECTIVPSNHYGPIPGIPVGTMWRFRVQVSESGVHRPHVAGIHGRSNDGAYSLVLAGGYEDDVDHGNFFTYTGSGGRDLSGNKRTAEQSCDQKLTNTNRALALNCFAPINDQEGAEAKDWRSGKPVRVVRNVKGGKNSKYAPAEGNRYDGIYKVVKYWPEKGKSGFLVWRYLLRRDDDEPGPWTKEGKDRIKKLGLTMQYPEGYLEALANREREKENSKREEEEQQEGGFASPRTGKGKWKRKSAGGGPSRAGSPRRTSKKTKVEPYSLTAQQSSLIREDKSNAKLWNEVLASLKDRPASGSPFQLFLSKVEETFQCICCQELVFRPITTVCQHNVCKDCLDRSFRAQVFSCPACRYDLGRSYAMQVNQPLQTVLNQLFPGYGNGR
PRMT1 inh = blocks human protein arginine methyltransferase 1 | Q99873 | recombinant PRMT1, activity-based probe fluorescence polarization | inhibition, % at 2.79 µM | 1.3% of 370,000 active | AID 652257;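 active = inhibition above about 21% made by adding two undisclosed values, limit read from the data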
HTRA1 inhibitor = blocks human HTRA1 serine peptidase. recombinant HTRA1, FP-rhodamine activity-based probe, fluorescence polarization. inhibition, % at 5.96 µM. 0.5% of 340,000 active. AID 504803; in the data active = inhibition above about 36%;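 also: 0% = enzyme with DMSO and 100% = wells lacking enzyme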
MBD2 inh = blocks human MBD2 binding to methylated DNA; TR-FRET, MBD2 binding to methylated oligonucleotide; inhibition, % at 4.4 µM; 0.31% of 370,000 active; in the data active = inhibition above about 13%
An asterisk follows results filed as active; x = no result given. This is a subset; the hit share may differ from the screen's.

SMILES	TCR-CD3 inh	LEDGF integ inh	mABHD4 FP	Rev-erbA mod	rCAG binder	PG9 Ab binder	UHRF1 MBD2 ctr	PRMT1 inh	HTRA1 inhibitor	MBD2 inh
Cc1ccc(S(=O)(=O)N2CCN(Cc3csc(C)n3)CC2)cc1	7.5	3.6	4.1	0.2	-6.0	-1.1	-2.0	-7.4	4.1	-4.9
COc1ccc(C2CC(c3cc(OC)ccc3OC)n3nnnc3N2)cc1 (stereo not drawn)	-4.1	0.3	2.1	-0.6	-3.4	1.1	-0.4	5.1	-3.5	-0.3
CCc1nc2ccc(C(=O)N(CC)CCN(C)C)cn2c1N(C=O)CCC(C)C	-3.6	-0.8	2.8	-1.2	-0.9	-0.7	-1.0	0.4	x	-2.2
CC(=O)Nc1ccc(NC(=O)C(C)OC(=O)COc2ccc(Nc3ccccc3)cc2)cc1 (stereo not drawn)	-0.2	-2.4	7.8	2.8	11.4	-3.2	-3.2	10.9	12.2	3.2
Cc1cccc(-c2n[nH]c(=S)n2Cc2ccccc2)c1	-3.6	2.6	-9.1	-0.3	3.5	0.8	1.0	8.4	-1.2	3.9
Cc1ccc(C)c(N2CCN(S(=O)(=O)c3cccc4cccnc34)CC2)c1	0.9	-4.1	-3.2	-1.0	4.0	-1.8	3.7	2.9	-18.9	6.2
CC1Sc2ccc(S(=O)(=O)CCC(=O)NCc3ccccc3)cc2NC1=O (stereo not drawn)	-7.0	-6.9	10.5	3.3	-1.6	-1.2	3.7	4.9	1.2	-0.8
Clc1ccc(-c2n[nH]c3c2CCCC3)cc1	-5.8	3.0	-5.8	0.3	-0.9	0.8	2.8	2.0	-13.2	-0.7
COc1ccc(OC)c(Nc2nc(NCCCN(C)C)nc(N)c2[N+](=O)[O-])c1	-5.4	-5.5	-2.9	6.7	7.1	0.3	5.3	-0.1	3.0	-0.6
NNc1ccc2c(C(F)(F)F)cc(C(F)(F)F)nc2n1	1.7	1.0	-0.1	-0.4	0.6	-1.9	-3.6	3.0	7.2	-5.5
O=C(NC1CCCC1)c1cc(-c2ccc(F)cc2)on1	-0.2	-1.7	2.8	-2.9	-1.6	-1.6	-0.9	2.1	-9.6	-0.5
NC(=O)C(CCC(=O)c1ccc(Br)cc1)S(=O)(=O)c1ccccc1 (stereo not drawn)	-5.8	0.3	-0.8	-4.5	1.4	-0.4	-0.1	7.6	-1.8	-2.7
O=C(Nc1ccccc1)c1nc2ccccc2s1	6.8	-1.8	-13.3	-1.0	-1.0	-1.7	-2.8	0.7	-15.0	-2.4
O=C(Nc1cccnc1)Nc1ccccn1	5.2	-0.6	3.4	-6.9	-1.1	2.1	-1.4	-4.8	6.9	-6.0
Cc1cc(C)cc(Cn2c3ccc(NC(=S)NCc4ccccc4F)cc3c(=O)n2C)c1	7.1	-1.6	18.7	8.7	5.4	0.4	-2.1	2.4	x	-1.9
COC(=O)c1ccccc1NC(=S)NC(=O)COc1ccccc1	1.0	2.6	3.5	4.1	-2.3	-2.0	-0.3	1.0	-16.9	-2.8
CC1CCN(C(=O)CCCNC(=O)Cn2cnc3sc4c(c3c2=O)CCCC4)CC1	4.7	3.3	-8.6	-2.4	-2.0	0.5	0.5	-2.8	0.4	2.8
O=C(OCCN1CCN(C2=NS(=O)(=O)c3ccccc32)CC1)c1cccc(Br)c1	8.2	3.8	0.1	2.7	-8.5	-0.6	-1.2	-1.5	1.7	4.1
C=CCN(C(=O)Nc1ccc2c(c1)nc(C)n2C)c1ccccc1	-0.1	2.1	-4.9	2.9	5.2	-2.3	2.2	-4.0	6.0	3.6
C=CCN=C1NC(c2cccc(F)c2)C(C(=O)OC)=C(C)N1C (stereo not drawn)	0.2	2.3	-3.1	5.9	1.6	0.9	-1.5	2.9	x	-3.5
Cc1ccc(S(=O)(=O)N2CCCCC2C(=O)NCc2ccco2)cc1 (stereo not drawn)	10.0	2.2	11.4	-5.0	7.2	1.7	-1.0	2.0	-3.2	-1.8
N#Cc1ccccc1CSc1ccc(-c2nc3ccccc3[nH]2)cn1	6.7	-2.2	-27.2	7.1	5.8	-0.9	-1.2	8.7	-35.1	0.6
CN(C)C(CNC(=O)c1cc(S(=O)(=O)N2CCOCC2)ccc1Cl)c1cccs1 (stereo not drawn)	0.5	-0.8	7.0	-0.1	3.4	-1.5	-0.6	3.2	-10.3	-4.1
CC(C)=CCCC(C)CCO (stereo not drawn)	-0.7	-3.8	-0.5	1.8	4.3	-1.1	-0.5	1.0	-4.2	3.6
CN(C)CCCNc1oc(-c2ccccc2)nc1C#N	4.9	0.5	-1.8	3.0	-0.1	0.6	3.5	-4.5	-10.4	-3.1

Complete entries, looked up by structure. Order of screens: TCR-CD3 inh	LEDGF integ inh	mABHD4 FP	Rev-erbA mod	rCAG binder	PG9 Ab binder	UHRF1 MBD2 ctr	PRMT1 inh	HTRA1 inhibitor	MBD2 inh
Entry for CC1CCN(C(=O)CCCNC(=O)Cn2cnc3sc4c(c3c2=O)CCCC4)CC1 → 4.7	3.3	-8.6	-2.4	-2.0	0.5	0.5	-2.8	0.4	2.8
Entry for Clc1ccc(-c2n[nH]c3c2CCCC3)cc1 → -5.8	3.0	-5.8	0.3	-0.9	0.8	2.8	2.0	-13.2	-0.7
Entry for CN(C)CCCNc1oc(-c2ccccc2)nc1C#N → 4.9	0.5	-1.8	3.0	-0.1	0.6	3.5	-4.5	-10.4	-3.1

Part of the list above, showing only rCAG binder:
compound,rCAG binder
COC(=O)c1ccccc1NC(=S)NC(=O)COc1ccccc1,-2.3
CC1CCN(C(=O)CCCNC(=O)Cn2cnc3sc4c(c3c2=O)CCCC4)CC1,-2.0
O=C(OCCN1CCN(C2=NS(=O)(=O)c3ccccc32)CC1)c1cccc(Br)c1,-8.5

(listing goes on)
SMILES	TCR-CD3 inh	LEDGF integ inh	mABHD4 FP	Rev-erbA mod	rCAG binder	PG9 Ab binder	UHRF1 MBD2 ctr	PRMT1 inh	HTRA1 inhibitor	MBD2 inh
CCC1=NN(C(=O)c2cccc(Br)c2)C(O)(c2ccc(Br)cc2)C1 (stereo not drawn)	1.5	-2.9	-5.8	-1.9	6.2	-1.8	4.8	1.0	74.7*	3.0
Cc1ccc2c(C)c(C(=O)N3CCN(Cc4ccc5c(c4)OCO5)CC3)oc2c1C	-10.4	1.4	-11.3	-1.3	-0.9	-0.4	1.0	-0.8	-26.0	-0.7
C=CCn1c(SCC(=O)NCc2ccccc2)nnc1-c1ccccc1O	2.2	-0.4	-1.7	-6.6	-4.9	-2.0	1.2	-1.4	6.1	-2.5
O=C1NNC(c2ccccc2)=N/C1=C\c1ccccc1Cl	-4.8	4.6	3.3	0.4	8.1	-2.0	-4.4	-0.7	-15.9	-4.7
Cc1ccc(C(=O)N2c3ccccc3N(Cc3ccccc3)C(=O)C2(C)C)cc1	-1.6	-2.6	-16.2	13.8	-3.5	-0.6	2.4	-1.8	-27.4	-4.3
C[C@@H]1CN([C@H](C)CO)C(=O)CCCn2cc(nn2)CO[C@H]1CN(C)C(=O)OCc1ccccc1	1.9	-2.2	-0.8	10.7	-1.8	-0.6	1.3	4.4	9.0	-6.2
CCNC(=O)CC1C(=O)N(c2ccc(C)cc2)C(=O)N1CCc1ccc(OC)c(OC)c1 (stereo not drawn)	0.7	-1.1	3.2	-0.1	-5.5	0.5	0.2	-3.5	6.5	-0.7
O=S(=O)(NCC(c1cccnc1)N1CCN(c2ccc(F)cc2)CC1)c1ccc(F)cc1 (stereo not drawn)	-8.1	0.0	8.6	-6.7	1.5	-0.7	-1.2	2.1	5.1	-3.2
C=C(CCO)C1=CCN(S(=O)C(C)(C)C)[C@@H]1CCO (stereo partly drawn)	5.5	2.5	-7.0	4.4	1.3	-2.2	-5.2	1.2	4.0	-0.6
O=C(Nc1nc2n(n1)C(c1ccc(F)cc1)CC(c1ccccc1)N2)c1ccco1 (stereo not drawn)	-4.7	-1.8	-4.3	-5.4	-3.4	0.4	-0.9	-4.2	-8.0	-2.5
N#CC1=C(N)OC2=C(C(=O)CCC2)C1c1cc2c(cc1Cl)OCO2 (stereo not drawn)	1.2	-4.0	4.7	5.2	2.4	0.3	0.5	1.7	2.1	2.5
COCCNC(=O)c1cc2nc(-c3ccc(F)cc3)cc(C(F)(F)F)n2n1	5.0	-1.2	6.6	1.2	-3.2	-1.9	0.1	0.8	0.1	2.4
O=C(Nc1ccccc1)Nc1ccccc1-n1ccnc1	-2.1	2.7	-5.0	1.8	1.1	2.0	1.5	0.8	-4.1	1.2
COc1ccc(/C(O)=C2/C(=O)C(=O)N(CCN(C)C)C2c2ccc(C)cc2)cc1Cl (stereo not drawn)	-6.5	3.7	6.2	2.2	2.5	7.4	2.8	2.3	-1.9	0.7
CC(C)(C)S(=O)N1Cc2ccc(CO)cc2[C@H]1CCO (stereo partly drawn)	5.6	1.9	5.3	2.1	3.7	-0.2	0.1	0.5	-1.5	-2.2
CCOC(=O)c1cc(-c2csc(COc3ccccc3)n2)on1	-0.7	-1.1	-2.8	-3.1	-5.9	0.8	-1.0	-3.2	-1.3	2.8
Cc1ccc(/C=C/C(=O)Nc2cccnc2)o1	1.9	3.0	0.6	0.2	4.5	-1.1	0.6	14.0	-0.5	-0.7
COC(=O)C(C)N(C(=O)c1ccc(Cl)cc1)c1c(C)cccc1C (stereo not drawn)	1.7	-1.1	-5.4	0.8	-9.7	-1.2	1.4	2.2	-3.3	6.4
COc1ccc(CC2(CO)CCN(Cc3cccc4nccnc34)CC2)cc1	-0.3	-3.9	-7.0	-0.7	-4.1	-1.8	-0.3	2.4	-1.9	-3.4
Cc1ccc(CCNC(=O)CCn2ccc3cc(S(=O)(=O)N4CCCC4)ccc32)cc1	1.9	-1.0	-4.9	-1.0	2.2	-0.7	-1.0	-3.2	-2.2	-1.5
CCCCC(=O)Nc1ccc(C(=O)NNC(=O)c2ccc(C)c(Br)c2)cc1	-4.1	4.1	0.4	4.0	0.9	1.3	3.1	2.0	-22.0	3.6
Cc1cc(NC(=O)CC(C)C)c(=O)n(Cc2ccccc2F)c1	-0.2	-5.8	-2.4	6.1	-6.0	0.6	-2.2	4.3	2.1	-2.3
Fc1ccc(F)c(CNc2ncnc3cc(Cl)ccc23)c1	-5.2	-3.3	-1.4	3.1	0.5	-0.5	0.8	-1.0	-18.7	-2.0

High-throughput results deposited in PubChem by several laboratories.
